Screening data as filed in PubChem BioAssay.
TCR activator – activates T cell receptor signaling. primary human leukocytes, anti-CD3, IL-2 HTRF, 48 h. Potency, µM (titrated, usually from 9.22 µM), for the others: at the top dose activation of IL-2 secretion, actives largely listed as activators. 330,000 tested, under 10 active. AID 504894; note: % of control where 0% means no effect
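Human primary leukocytes + a-CD3 beads + cpd, 48 hr; IL-2 in supernatant by HTRF (ex 320nm / em 665nm). No co-stimulatory signal supplied.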
B2AR arrestin – agonists driving beta-arrestin recruitment to human beta2-adrenergic receptor; actives 0.02% (n = 330,000); AID 492947; Potency, µM (titrated, usually from 46.1 µM), without a hit: at the top dose activation, most hits filed as activators; beta-arrestin recruitment to beta2AR, cell-based reporter; P07550;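 note: potency is the fitted concentration of half-maximal effect; 0% = DMSO controls and full agonism = EC100 isoproterenol or metaproterenol; nearly all actives have a fitted effect of over 65% in size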
MLL CXXC-DNA inh – blocks binding of human MLL CXXC domain to DNA | Q03164 | MLL-CXXC / FITC-HOXA9 DNA fluorescence polarization | Potency, µM (top dose mostly 115 µM), for inactives: top-dose activity change, negative = inhibition, hits mostly inhibitors | actives 0.037% (n = 290,000); active = well fitted inhibition curve with a large enough effect in the polarisation, with a control signal flat, not every such curve was filed as active; inconclusive = small, poorly fitted or top-dose-only effect, or effect the other way, or a change in a side signal; inactive = no such curve, though single readings can be large or run the other way; the % refers to the polarisation; note: potency is the fitted concentration of half-maximal effect
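Fluorescence polarization: 7 uM MLL-CXXC (stock) preincubated 5 min with compounds, then 50 nM fluorescein-HOX-A9 DNA (stock) added; 30 min ambient. Buffer 50 mM Tris-HCl pH 7.5, 50 mM NaCl, 1 mM DTT, 0.05% BSA.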
BRCA1 expr up – increases BRCA1 expression; MCF7-BRCA1-FFLuc reporter, luminescence, 48 h; response scale: scaled: vehicle 0%, 10 µM genistein 100%; actives 1.1% (n = 380,000); Potency, µM (titrated, usually from 46.1 µM), inactives show at the highest dose activation, hits mostly activators; note: potency is the fitted concentration of half-maximal effect; nearly all actives have a fitted effect of over 80% in size; some results filed as inactive show a strong effect at the top dose
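Using MCF7 cells harboring a BRCA1 firefly luciferase reporter, plated 2 h before compound pinning, the screen measured luminescence after 48 h incubation. Responses were normalized to DMSO and 10 microM genistein, then fitted for concentration-effect.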
ELG1 DNA repair – blocks ELG1-dependent DNA repair in HEK293T cells; Potency, µM (doses to about 46.1 µM), for the others: at the top dose activity change, negative = inhibition, most hits filed as inhibitors; actives 2.3% (n = 330,000); HEK293T ELG1-luciferase reporter, luminescence, 16 h; DNA damage induced by 5-fluorouridine; note: potency is the fitted concentration of half-maximal effect; % is set by controls: 0 for no effect and ±100 for the full control effect; nearly all actives have a fitted effect of over 55% in size
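Step one: seed 2,000 cells per well. Step two: pin-transfer compound or DMSO alongside 5-fluorouridine. Step three: incubate 16 hr, 37 °C, 5% CO2. Step four: add ONE-Glo, wait 30 min, read luminescence.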
AT treatment – potential ataxia-telangiectasia treatments restoring KAP-1 phosphorylation; actives 0.19% (n = 320,000); […] A-T fibroblasts, KAP-1 phosphorylation AlphaLISA; neocarzinostatin DNA damage 30 min before lysis; AID 485349; Potency, µM (titrated, usually from 57.5 µM), inactives show top-dose activation, actives largely listed as activators; note: potency is the fitted concentration of half-maximal effect; % of control where 0% means no effect; nearly all actives have a fitted effect of over 45% in size
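hTERT-immortalized A-T patient fibroblasts ([…]), 500 cells/well in OPTI-MEM, 1% FBS, got compounds for 60 min, then NCS for 30 min at 37C. Lysates were then assayed for phospho-KAP-1 by AlphaLISA (anti-pKAP1 donor, anti-KAP1 acceptor beads), 6 hr at 25C.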
TSG101-PTAP inh – blocks PTAP/TSG101 interaction to inhibit HIV-1 budding | Q99816 | Fluorescence polarization, FITC-PTAP peptide / Tsg101 binding | Potency, µM (titrated, usually from 115 µM), without a hit: top-dose activity change, negative = inhibition, hits mostly inhibitors | 340,000 tested, under 10 active | AID 493005; active = well fitted inhibition curve with a large enough effect in the main read-out, with a control signal flat, not every such curve was filed as active; inconclusive = small, poorly fitted or top-dose-only effect, or effect the other way, or a change in a side signal; inactive = no such curve, though single readings can be large or run the other way; note: potency is the fitted concentration of half-maximal effect; % of control where 0% means no effect
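Fluorescence anisotropy tracks displacement of a FITC-tagged PTAP peptide (50 nM) from the Tsg101 binding domain (10 uM), following a 20 min room-temperature incubation at pH 7.5.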
p53 reactivator – mutant p53 re-activation in reporter cells. H1299 p53-A138V BP100-luciferase reporter, luminescence, 24 h. Potency, µM (series often up to 92.2 µM), inactives show at the highest dose activity change, positive = activation, actives largely listed as activators. actives 0.063% (n = 320,000). AID 504706; note: potency is the fitted concentration of half-maximal effect; % of control where 0% means no effect; nearly all actives have a fitted effect of over 45% in size
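H1299 (p53-null), stable ts p53-A138V + BP100-Luc; 1000 cells/well, Opti-MEM/10% FBS; cpd 4 pt, 1:5; 24 h, 37 deg C, 5% CO2; detection reagent 10 min RT; luminescence.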
a7 integrin act – activates integrin-mediated alleviation for muscular dystrophy; alpha7betagal myoblasts, beta-gal FDG fluorescence, 48 h; AID 624291; actives 0.064% (n = 350,000); Potency, µM (series often up to 38.3 µM), inactives show top-dose activation, most hits filed as activators;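 note: potency is the fitted concentration of half-maximal effect; 100% = response of the positive control SU9516; nearly all actives have a fitted effect of over 60% in size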
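alpha7betagal+/- myoblasts (passage 13, 250/well) treated 48 h at 37C with compounds at 1:260 dilution of DMSO stock. Lysed, then beta-galactosidase activity read as FDG fluorescence (ex 480/em 540) after 30 min, with pre-read for autofluorescence.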
TRPV1 agonist – agonists of human vanilloid receptor 1 (TRPV1); activation, % at 8.33 µM; actives 0.19% (n = 320,000); TRPV1-expressing cells, Fluo-8 calcium influx, agonist mode; Q8NER1; in the data active = activation above about 80%; inconclusive = between about 30% and that limit; note: 0% is about no effect
Target sequence (Q8NER1 whole entry, looked up): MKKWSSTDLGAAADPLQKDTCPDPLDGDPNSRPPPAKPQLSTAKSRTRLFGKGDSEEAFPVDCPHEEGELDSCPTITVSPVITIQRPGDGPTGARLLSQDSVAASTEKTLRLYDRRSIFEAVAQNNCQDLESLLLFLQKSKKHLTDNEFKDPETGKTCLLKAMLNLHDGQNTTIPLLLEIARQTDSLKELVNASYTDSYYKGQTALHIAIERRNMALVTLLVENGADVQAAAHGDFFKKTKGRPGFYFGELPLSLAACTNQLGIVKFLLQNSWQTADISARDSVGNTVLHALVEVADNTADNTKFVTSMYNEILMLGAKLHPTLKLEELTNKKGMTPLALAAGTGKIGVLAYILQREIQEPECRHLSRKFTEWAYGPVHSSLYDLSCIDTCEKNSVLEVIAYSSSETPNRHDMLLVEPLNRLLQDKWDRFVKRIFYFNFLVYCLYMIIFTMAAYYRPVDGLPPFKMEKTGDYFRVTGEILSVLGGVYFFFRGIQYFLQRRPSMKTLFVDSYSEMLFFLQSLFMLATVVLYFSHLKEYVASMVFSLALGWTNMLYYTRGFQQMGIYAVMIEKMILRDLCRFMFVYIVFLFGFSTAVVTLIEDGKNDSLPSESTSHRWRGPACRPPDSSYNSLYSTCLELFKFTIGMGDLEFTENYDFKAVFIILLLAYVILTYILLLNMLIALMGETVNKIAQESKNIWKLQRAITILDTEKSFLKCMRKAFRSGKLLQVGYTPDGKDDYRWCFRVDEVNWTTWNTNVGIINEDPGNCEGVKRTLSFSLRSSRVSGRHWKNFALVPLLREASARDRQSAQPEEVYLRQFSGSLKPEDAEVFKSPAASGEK
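Fluo-8 calcium influx in TRPV1-expressing cells, kinetic read (ex 480/em 520 nm). Compound added and read 3 min for agonist activity, followed by capsaicin at EC20 final and 2 min further read for enhancement.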
Starred values were filed as active, the others as inactive; ? = inconclusive; . = no result given; [ ] = remark or other dose. Unless noted, calls come from the whole dose curve; as a rule, active = well fitted curve in the direction sought with a large enough effect; inconclusive = small, poorly fitted or top-dose-only effect, or another doubt; inactive = no such curve, though single readings can be large; an effect the other way counts as inactive or inconclusive. An excerpt. The share of hits here may be higher or lower than overall.

#1 CCOc1ccc(NC(=O)CCNC(=O)N2C[C@H]3C[C@@H](C2)c2cccc(=O)n2C3)cc1
#2 CN(C)C1(CNC(=O)c2ccc(Cl)c(S(=O)(=O)NCc3ccco3)c2)CCCCC1
#3 O=C(Cn1c(NCCCl)nc2ccccc21)c1ccc(Br)cc1
#4 CC(C)n1c(=O)c(C=Nc2ccc(Cl)cc2)c(O)n(Cc2ccco2)c1=O
#5 CN1C(=O)N(C)C(=O)C(CCc2ccncc2)(Cc2ccc3c(c2)OCO3)C1=O
#6 COc1ccc(N2C(=O)CC(=O)NC2=O)cc1
#7 CC(=O)Nc1cccc2c1Cc1ccccc1-2
#8 CNCC(O)c1ccc(OC(=O)C(C)(C)C)c(OC(=O)C(C)(C)C)c1 (stereo unspecified)

Assay by compound | 1 | 2 | 3 | 4 | 5 | 6 | 7 | 8
TCR activator | 3.1% | 3.8% | -5.2% | -1.7%[46.1 µM] | 6.2% | 0.2% | . | 3.9%
B2AR arrestin | 0.3% | 0.2% | . | 0.5% | -0.4% | -0.3% | -0.1% | ?
MLL CXXC-DNA inh | -6.1% | -1.8% | . | 21.8% | -2.6% | -1.0% | -1.8% | .
BRCA1 expr up | 1.4% | -4.5% | -19.6% | . | -6.5% | -8.6% | ? | 19.0%
ELG1 DNA repair | 16.4% | 0.0% | . | ? | -4.0% | 4.6% | ? | 16.2%
AT treatment | 2.1% | 7.0% | . | 0.6% | 3.9% | -0.5% | -3.8% | 14.9%
TSG101-PTAP inh | -0.1% | -4.4% | -0.1% | . | -2.6% | -1.2% | -4.9% | 2.2%
p53 reactivator | . | 3.7% | . | -11.8% | 4.4% | 2.4% | -1.8% | -1.6%
a7 integrin act | 8.1% | 5.1% | 4.1% | . | 0.0% | 5.0%[7.66 µM] | ? | .
TRPV1 agonist | 2.3 | -2.0 | . | 4.9 | -1.2 | -3.2 | 1.2 | 2.7

Of the compounds above, three have a halogen:
#2 CN(C)C1(CNC(=O)c2ccc(Cl)c(S(=O)(=O)NCc3ccco3)c2)CCCCC1
#3 O=C(Cn1c(NCCCl)nc2ccccc21)c1ccc(Br)cc1
#4 CC(C)n1c(=O)c(C=Nc2ccc(Cl)cc2)c(O)n(Cc2ccco2)c1=O

Assay by compound | 2 | 3 | 4
TCR activator | 3.8% | -5.2% | -1.7%[46.1 µM]
B2AR arrestin | 0.2% | . | 0.5%
MLL CXXC-DNA inh | -1.8% | . | 21.8%
BRCA1 expr up | -4.5% | -19.6% | .
ELG1 DNA repair | 0.0% | . | ?
AT treatment | 7.0% | . | 0.6%
TSG101-PTAP inh | -4.4% | -0.1% | .
p53 reactivator | 3.7% | . | -11.8%
a7 integrin act | 5.1% | 4.1% | .
TRPV1 agonist | -2.0 | . | 4.9

The list goes on:
#9 O=C(Nc1cccc(Cl)c1)c1c(O)c2c(n(Cc3ccco3)c1=O)CCCC2
#10 Cc1cc(C)cc(NC(=O)CCNC(=O)N2C[C@H]3C[C@@H](C2)c2cccc(=O)n2C3)c1
#11 O=C(OCC(=O)N1CCCCC1)c1cc(S(=O)(=O)N2CCOCC2)c(Cl)cc1Cl
#12 Clc1ccc2c(c1)C(c1ccccc1Cl)=NCc1nncn1-2
#13 COc1ccc2c(C)c(CC(=O)N3C[C@H]4C[C@@H](C3)c3cccc(=O)n3C4)c(=O)oc2c1C
#14 CC(NC1CCCCC1)C(O)C12CC3CC(CC(C3)C1)C2 (stereo unspecified)
#15 Cc1nn(-c2ccccc2)c(Cl)c1/C=N\NC(=O)c1cnccn1
#16 CCN(CC)CCCN=Cc1c(O)n(-c2ccccc2F)c(=O)[nH]c1=O

Assay by compound | 9 | 10 | 11 | 12 | 13 | 14 | 15 | 16
TCR activator | -1.3% | 3.9% | -0.5%[46.1 µM] | 6.8%[46.1 µM] | -1.8% | 2.3% | -6.0% | -4.3%
B2AR arrestin | -0.3% | -0.2% | -0.9% | -0.7% | -1.4% | -0.2% | -1.2% | 0.3%
MLL CXXC-DNA inh | 2.0% | 3.8% | . | 2.0% | 12.2% | 4.1% | 2.9% | 1.5%
BRCA1 expr up | -8.9% | -3.4% | -9.0% | -12.4% | 0.0% | -66.1% | 28.4% | 9.8%
ELG1 DNA repair | ? | -16.1% | ? | 1.5% | ? | -17.7% | ? | 22.7%
AT treatment | 12.1% | -4.1% | -3.1% | -8.9% | -4.9% | -7.4% | 11.7% | -4.9%
TSG101-PTAP inh | -3.1% | -2.4% | -0.4% | -1.4% | -5.2% | -1.3% | -2.9% | 1.5%
p53 reactivator | ? | . | 0.5% | -2.1% | . | -0.3% | 15.8% | 4.0%
a7 integrin act | 7.3% | -11.2% | -31.4% | -18.9% | 7.1% | -35.5% | 8.1% | -0.4%
TRPV1 agonist | -1.8 | -0.1 | . | -0.9 | -2.3 | 1.3 | 3.8 | -0.5

#17 C=CCn1c(O)c(C(C)=Nc2ccc(N(CC)CC)cc2)c(=O)[nH]c1=O
#18 Cc1c(OC(=O)N(C)C)ccc2c1O/C(=C\c1ccco1)C2=O
#19 O=c1[nH]c(O)c(C=NC2CCCCC2)c(=O)[nH]1
#20 Nc1ccc2nc3c(c(Cl)c2c1)CCCC3
#21 Cc1ccc(N2C(=O)NC(=O)/C(=C\c3cccn3C(C)(C)C)C2=O)cc1
#22 CCN(CC)CCOC(=O)c1ccc(N=Cc2c(O)[nH]c(=O)[nH]c2=O)cc1
#23 CCCn1c(C(=O)c2ccc(OC)cc2)nc2ccccc21
#24 C/C(=N/OC(=O)N(C)C)c1ncc(C(F)(F)F)cc1N1CCOCC1

Assay by compound | 17 | 18 | 19 | 20 | 21 | 22 | 23 | 24
TCR activator | -1.6% | -1.5% | -58.3% | -1.1% | -3.3% | -8.0% | 1.6% | -0.9%
B2AR arrestin | -0.1% | 0.2% | 0.1% | 4.3% | -0.2% | 0.2% | -0.6% | -0.3%
MLL CXXC-DNA inh | 3.2% | -9.7% | 0.5% | -2.8% | -6.7% | 39.6%[activator] | -2.7% | -5.7%
BRCA1 expr up | -78.2% | 64.5% | 13.2% | 0.0% | 33.3% | 0.6% | 0.0% | -10.5%
ELG1 DNA repair | ? | ? | -0.3% | ? | 8.6% | 1.1% | 0.7% | 14.0%
AT treatment | -6.5% | -5.3% | 5.1% | 26.9% | -6.2% | 2.2% | 13.2% | 6.1%
TSG101-PTAP inh | -2.4% | -4.8% | -0.5% | -6.9% | 0.3% | 0.2% | -0.1% | -5.3%
p53 reactivator | -1.4% | ? | -2.0% | 14.5% | -2.0% | -11.7% | -4.1% | 4.3%
a7 integrin act | -29.6% | 10.5% | 17.2% | -19.9% | 15.1% | -1.9% | 5.9% | 11.9%
TRPV1 agonist | 28.3 | ? | -1.8 | -5.8 | -2.0 | -1.2 | 13.5 | 1.4

#25 Clc1ccc(N2CCN(Cc3ccccc3Cl)CC2)cc1
#26 CC(C)CC(NS(=O)(=O)c1ccc2c(c1)oc(=O)n2C)C(=O)N1CC=C(c2ccccc2)CC1 (stereo unspecified)
#27 CCOC(=O)c1c(C=O)c2ccccc2n1Cc1ccccc1
#28 CC[N+](C)(CC)CCC[n+]1c(-c2ccccc2)c2cc(N)ccc2c2ccc(N)cc21
#29 O=C(O)c1cccc2c1NC(c1cccc([N+](=O)[O-])c1)C1CC(Sc3ccccc3[N+](=O)[O-])C(Cl)C21 (stereo unspecified)
#30 CN1CCC(N(C)c2nc(-c3ccc([N+](=O)[O-])cc3)nc3ccccc23)CC1
#31 Brc1ccc(C2N3CCCN23)cc1 (stereo unspecified)
#32 CCCCCn1c(=O)c(C(=O)NCc2ccccc2)c(O)c2ccccc21

Assay by compound | 25 | 26 | 27 | 28 | 29 | 30 | 31 | 32
TCR activator | -4.3% | -1.8% | -2.0% | . | -4.0% | 1.8% | 1.7%[46.1 µM] | 2.4%
B2AR arrestin | 0.1% | -1.2% | 0.0% | -0.1% | -0.2% | -0.1% | -0.3% | 0.4%
MLL CXXC-DNA inh | 9.3% | -1.5% | -4.2% | . | -17.4% | ? | 4.1% | -4.3%
BRCA1 expr up | 0.2% | -6.4% | 35.9% | . | -22.5% | -94.5%[inhibitor] | 17.4% | -35.1%
ELG1 DNA repair | -2.6% | ? | -6.7% | ? | 9.4% | ? | 5.9% | -26.2%
AT treatment | . | 3.7% | 11.5% | -3.8% | 3.4% | -13.9% | -0.6% | 13.5%
TSG101-PTAP inh | 1.2% | -6.8% | -2.1% | . | -5.5% | -0.1% | -1.4% | -0.8%
p53 reactivator | -4.6% | 2.1% | 6.3% | -15.5% | -1.3% | -7.1% | -0.9% | 0.1%
a7 integrin act | 20.1% | -19.9% | 5.6% | . | 6.6% | -46.6%[inhibitor] | 0.3% | -35.2%
TRPV1 agonist | 0.0 | . | ? | -0.3 | 1.3 | . | -1.3 | 4.1
